From PubChem BioAssay
GLP1R inv ag – inverse agonists of human GLP-1 receptor; HEK293 GLP-1R CRE-luciferase, luminescence, 24 h; GLP-1R form is constitutively active; Potency, µM (highest dose often 38.3 µM), for inactives: top-dose activity change, negative = inhibition, usual class: inhibitors; hit rate 1.6% among 410,000; AID 624417; also: potency is read from the fitted curve at half-maximal effect; % is scaled to controls: 0 for no effect and ±100 for the full control effect; nearly all actives have a fitted effect of over 55% in size
Target sequence (P43220 whole entry, looked up): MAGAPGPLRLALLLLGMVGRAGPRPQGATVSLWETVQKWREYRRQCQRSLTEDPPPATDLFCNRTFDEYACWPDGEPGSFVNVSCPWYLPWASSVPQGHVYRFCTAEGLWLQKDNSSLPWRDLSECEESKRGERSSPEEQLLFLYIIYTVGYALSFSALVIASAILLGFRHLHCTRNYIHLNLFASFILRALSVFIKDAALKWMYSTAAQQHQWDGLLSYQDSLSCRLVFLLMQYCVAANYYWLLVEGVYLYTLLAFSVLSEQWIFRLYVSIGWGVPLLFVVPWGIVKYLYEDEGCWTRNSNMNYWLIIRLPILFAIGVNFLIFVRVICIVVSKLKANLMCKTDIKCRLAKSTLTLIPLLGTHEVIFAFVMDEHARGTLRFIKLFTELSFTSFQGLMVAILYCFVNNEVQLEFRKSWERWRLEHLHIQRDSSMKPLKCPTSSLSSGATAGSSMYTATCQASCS
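Inverse agonists were sought by their lowering of basal cAMP reporter luciferase output in HEK293 cells stably carrying constitutively active human GLP-1R, after 24 h compound treatment.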
FUS yeast rescue – FUS proteinopathy suppression in yeast | S. cerevisiae FUS-expressing, growth rescue, OD600, 24 h | Potency, µM (highest dose often 76.6 µM), without a hit: at the highest dose growth rescue (activation), most hits filed as activators | hit rate 0.24% among 390,000;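 also: potency is read from the fitted curve at half-maximal effect; plate controls were DMSO vehicle for no effect and reference control for full effect; nearly all actives have a fitted effect of over 55% in size; some results filed as inactive show a strong effect at the top dose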
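Cultures pregrown in 2.5% raffinose medium are shifted to minimal medium containing 2% galactose to express toxic FUS. Compounds are tested at several concentrations. After 24hr at 30C, growth is quantified at 600 nm absorbance.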
pAkt inh – inhibitors of Akt phosphorylation; activity change, % for hits at 50 µM; hit rate 0.32% among 360,000; Neuro2A IGF-stimulated pAkt S473 HTRF, 20 min; active compounds read low; AID 651550; in the data active = activity change below about -80%; inconclusive = mostly about -51% to -80%; also: % is scaled to controls: 0 for no effect and ±100 for the full control effect
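Neuro2A cells (4,500/well, DMEM with 0.5% FBS) were treated with compound at a single 50 µM final concentration, stimulated with 6 nM IGF for 20 min at 37 °C, and lysed. Phospho-Akt Ser473 was read by HTRF as 665/615 ratio ×10^4.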
Mm-Cpn inhibitor – blocks the Methanococcus maripaludis chaperonin Mm-Cpn; AID 504842; purified Mm-Cpn ATPase, ADP Transcreener TR-FRET; Potency, µM (highest dose often 76.9 µM), for the others: at the highest dose activity, negative = inhibition, hits mostly inhibitors; hit rate 0.031% among 330,000; also: potency is read from the fitted curve at half-maximal effect; % is scaled to controls: 0 for no effect and ±100 for the full control effect; nearly all actives have a fitted effect of over 80% in size
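Quantitative HTS used 25 nM Mm-CPN and 10 uM ATP in magnesium/KCl Tris buffer, pH 7.4, with 1 mM DTT. Hydrolysis ran 30 min at 37°C; ADP was read by HTRF.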
Abeta rescue – compounds reversing amyloid beta toxicity in yeast; yeast expressing A-beta42, growth rescue, OD600, 48 h; response scale: 0% DMSO, 100% iron-clioquinol control; Potency, µM (series often up to 46.1 µM), inactives show top-dose growth rescue, actives largely listed as activators; hit rate 0.063% among 410,000; AID 1347071; also: potency is read from the fitted curve at half-maximal effect; nearly all actives have a fitted effect of over 55% in size
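Growth rescue measured by 600 nm absorbance after 48 h yeast culture at 30 C with compound. Values normalized between DMSO and an equimolar ferric chloride plus clioquinol control.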
PTHR1 agonist – activates the human parathyroid hormone receptor PTHR1. Potency, µM (highest dose often 115 µM), for inactives: top-dose activation, hits mostly activators. Q03431. HEK293 GP2 PTHR1 cells, GloSensor cAMP luminescence, 1 h. hit rate 0.075% among 410,000. AID 743266; also: potency is read from the fitted curve at half-maximal effect; nearly all actives have a fitted effect of over 55% in size; some results filed as inactive show a strong effect at the top dose; inactives centre near -15; many of its hits are not listed in these tables
Target sequence (Q03431 whole entry, looked up): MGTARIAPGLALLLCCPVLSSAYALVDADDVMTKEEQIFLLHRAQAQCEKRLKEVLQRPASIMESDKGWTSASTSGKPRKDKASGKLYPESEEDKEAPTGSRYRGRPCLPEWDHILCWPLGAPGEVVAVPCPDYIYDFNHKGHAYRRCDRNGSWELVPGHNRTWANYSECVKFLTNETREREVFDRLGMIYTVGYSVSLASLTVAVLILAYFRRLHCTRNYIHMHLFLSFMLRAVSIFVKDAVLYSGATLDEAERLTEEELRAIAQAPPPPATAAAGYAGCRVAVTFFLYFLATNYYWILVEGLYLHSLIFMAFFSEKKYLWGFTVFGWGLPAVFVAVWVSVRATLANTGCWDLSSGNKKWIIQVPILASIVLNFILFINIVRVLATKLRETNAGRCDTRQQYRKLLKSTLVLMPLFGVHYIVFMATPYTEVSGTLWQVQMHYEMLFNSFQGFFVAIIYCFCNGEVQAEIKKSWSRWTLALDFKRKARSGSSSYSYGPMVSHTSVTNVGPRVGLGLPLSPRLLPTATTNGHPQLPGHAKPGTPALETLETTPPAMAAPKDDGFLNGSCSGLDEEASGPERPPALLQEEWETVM
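HEK-293-derived GP2 cells expressing PTHR1 and a GloSensor cAMP reporter, 3,000/well, plated overnight, given luciferin plus IBMX (each 0.5 mM as added) for 1 h at 37 °C, then compound for 1 h at 37 °C. Luminescence was read after 15 min at room temperature.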
GLP1R cytotox – cytotoxicity counter-screen for GLP-1 receptor inverse agonists | hit rate 0.13% among 410,000 | HEK293 cAMP-luciferase reporter cells, luminescence, 24 h | Potency, µM (highest dose often 38.3 µM), without a hit: top-dose activity change, negative = inhibition, actives largely listed as inhibitors;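 also: loss of luciferase light is scored as toxicity; potency is read from the fitted curve at half-maximal effect; % is scaled to controls: 0 for no effect and ±100 for the full control effect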
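Cells in DMEM/10% Nu serum/1% pen-strep, 1536-well format. Pre-incubated 12 h, dosed with 23 nL compound, incubated a further 24 h. Luciferase detection, 12 min at room temp, luminescence.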
aSyn yeast inh – inhibitors of alpha-synuclein toxicity in yeast | hit rate 0.14% among 370,000 | Potency, µM (series often up to 46.1 µM), for the others: at the top dose growth rescue (activation), actives largely listed as activators | Yeast expressing alpha-synuclein, growth rescue, BacTiter-Glo, 24 h; also: potency is read from the fitted curve at half-maximal effect; % of control where 0% means no effect; nearly all actives have a fitted effect of over 65% in size
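Readout is rescue of growth in alpha-synuclein-expressing yeast, so inhibitors of toxicity appear as activators. Growth after 24 hr at 30 deg C in galactose medium is quantified by luminescence.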
TDP43 rescue – inhibitors of TDP-43 toxicity in yeast; Potency, µM (titrated, usually from 46.1 µM), inactives show top-dose growth rescue (activation), hits mostly activators; hit rate 1.8% among 410,000; AID 652104; TDP-43 expressing yeast growth rescue, BacTiter-Glo, 24 h; also: potency is read from the fitted curve at half-maximal effect; % of control where 0% means no effect; nearly all actives have a fitted effect of over 50% in size
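Yeast cells expressing TDP-43 under galactose induction are exposed to compounds for 24 hr at 30 deg C. BacTiter-Glo luminescence measures growth, so protective compounds score as activators.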
Starred values were filed as active, the others as inactive; i = inactive; ? = inconclusive; . = not tested or not shown; [ ] = dose if it differs, or a comment. Unless noted, calls follow the shape of the dose curve; as a rule, active = well fitted curve in the direction sought with a large enough effect; inconclusive = small, poorly fitted or top-dose-only effect, or another doubt; inactive = no such curve, though single readings can be large; an effect the other way counts as inactive or inconclusive. This is a subset, so the mix of outcomes need not match the whole.

SMILES | GLP1R inv ag | FUS yeast rescue | pAkt inh | Mm-Cpn inhibitor | Abeta rescue | PTHR1 agonist | GLP1R cytotox | aSyn yeast inh | TDP43 rescue
Cc1cc(C(=O)CCC(=O)NNC(=O)c2ccccc2O)c(C)s1 | -29% | 4% | i | -2% | -22% | ? | -3% | -1% | -4%
O=C(C[C@H]1C[C@H](C(=O)N2CCCCC2)[C@@]2(CCc3ccccc3)c3[nH]c4ccc(Cl)cc4c3CCN2C1=O)NCCCn1ccnc1 | ? | 36% | i | 0% | 3% | i | -21% | -1% | 0%
O[C@@H]1CN(CC2CCCCC2)[C@@H](c2ccccc2)C[C@H]1n1cc(-c2ccc(F)cc2)nn1 | 4µM* | 25% | i | . | 18% | -41% | ? | 15% | 5%
CCC(C)(C)NC(=O)C1CC(=O)N(CCc2ccc(F)cc2)C1 (stereo not drawn) | 4% | 9% | i | -6% | 8% | -24% | -2% | -5% | -6%
Cc1cc(=O)n(Cc2ccccc2)c2ccccc12 | -30% | -26% | i | 2% | -12% | -11% | -28% | 3% | 25%
CC(C)(C)n1ncc2c(=O)n(CC(=O)N3CCN(c4ccccc4)CC3)cnc21 | 7% | -1% | . | -2% | -5% | i | 2% | 13% | -12%
COc1ccc(C2=Nn3c(nnc3-c3ccccc3)SC2)cc1OC | 0% | 19% | i | -3% | -1% | -1%[57.5 µM] | 6% | 0% | -12%
Cc1c(C(=O)N2CCN(S(=O)(=O)c3ccccc3)CC2)oc2ccccc12 | ? | 29% | i | -1% | 4% | -29% | -5% | 4% | 16µM*
CCCS(=O)(=O)c1c(S(=O)(=O)CCC)c2ccc(C(N)=O)cn2c1C(=O)c1ccc(OC)cc1 | 18% | 7% | i | 3% | -8% | i | -1% | 9% | 9%
Nc1cc(=O)nc(SCC(=O)Nc2ccc(F)cc2)n1-c1cccc(Cl)c1 | 15% | 26% | . | . | -3% | -6% | -11% | . | -8%
Cc1ccc(NC(=O)CN2C(=O)C3(SCC(=O)N3c3ccc(F)c(F)c3)c3ccccc32)c(C)c1 (stereo not drawn) | -27% | ? | . | . | 4% | i | -6% | -6% | 13%
O=C(COC(=O)c1ccc(Cl)cc1[N+](=O)[O-])NC(=O)c1ccccc1 | 3% | -7% | i | 0% | 2% | i | -11% | 2% | 12%

Some values from the list:
`Cc1cc(C(=O)CCC(=O)NNC(=O)c2ccccc2O)c(C)s1` @ TDP43 rescue: -4%
`CCC(C)(C)NC(=O)C1CC(=O)N(CCc2ccc(F)cc2)C1` (stereo not drawn) @ FUS yeast rescue: 9%

Limited to FUS yeast rescue and Mm-Cpn inhibitor (2 entries from above):
SMILES,FUS yeast rescue,Mm-Cpn inhibitor
Cc1cc(=O)n(Cc2ccccc2)c2ccccc12,-26%,2%
Cc1ccc(NC(=O)CN2C(=O)C3(SCC(=O)N3c3ccc(F)c(F)c3)c3ccccc32)c(C)c1 (stereo not drawn),?,.

(listing goes on)
SMILES | GLP1R inv ag | FUS yeast rescue | pAkt inh | Mm-Cpn inhibitor | Abeta rescue | PTHR1 agonist | GLP1R cytotox | aSyn yeast inh | TDP43 rescue
O=C(Nc1cc(-c2nc3ccccc3s2)ccc1Cl)c1cc2ccccc2o1 | 14% | 1% | . | . | 0% | -13% | -7% | . | 9%
COc1ccccc1C(=O)N/C(=C\c1ccc(Br)cc1)C(=O)N1CCCC1 | ? | 25% | i | 3% | -19% | i | 1% | 9% | -2%
C=CCNC(=O)c1ccccc1NC(=O)c1ccccc1SC | -28% | 8% | i | -5% | -3% | i | -4% | 9% | -3%
O=C(Nc1ccc(F)cc1F)N1CCCN(c2ccc(C(F)(F)F)cn2)CC1 | ? | 17% | i | -1% | 16% | -31%[inhibitor] | -14% | -2% | 22%
Cc1ccc(C)c(NC(=O)CSc2nc3ccc(N4C(=O)c5ccccc5C4=O)cc3s2)c1 | 1% | 25% | i | -1% | -28% | -16% | -18% | 2% | 5%
Cc1cc(C)c2cc(N)c(Cl)nc2n1 | 25% | -18% | i | . | -8% | -32%[inhibitor] | 16% | -3% | 14%
O=C(CSCc1ccc(Cl)cc1Cl)Nc1ccc(O)cc1C(=O)O | 17% | -3% | i | 0% | -7% | i | -31% | 2% | 10%
CCOC(=O)c1cccc(Nc2cc(C)nc(C)n2)c1 | 21% | 10% | . | . | -6% | -20% | -15% | . | 6%
CC(C)Cc1nnc(N)s1 | 9% | . | i | . | 12% | -5% | -4% | 0% | -21%
CCOC(=O)[C@H]1[C@H]2COc3ccc(Br)cc3[C@H]2N2C(=O)CN(CCc3c[nH]c4ccccc34)C(=O)[C@@]12C | -24% | ? | i | . | 16% | -30% | 8% | 11% | 7%
CNc1ncnc2c1ncn2[C@H]1CN(Cc2ccco2)C[C@@H](CO)O1 | -16% | -17% | i | . | 14% | i | -10% | -4% | 30%
CC(Sc1nc(-c2ccccc2)c(C#N)c(=O)[nH]1)C(=O)Nc1ccc(F)cc1 (stereo not drawn) | 4% | 15% | . | . | -2% | i | -2% | . | 8%

An excerpt of these results, with tabs:
molecule	GLP1R inv ag	FUS yeast rescue	pAkt inh	Mm-Cpn inhibitor	Abeta rescue	PTHR1 agonist	GLP1R cytotox	aSyn yeast inh	TDP43 rescue
CCOC(=O)c1cccc(Nc2cc(C)nc(C)n2)c1	21%	10%	.	.	-6%	-20%	-15%	.	6%
CC(C)Cc1nnc(N)s1	9%	.	i	.	12%	-5%	-4%	0%	-21%

More results:
SMILES | GLP1R inv ag | FUS yeast rescue | pAkt inh | Mm-Cpn inhibitor | Abeta rescue | PTHR1 agonist | GLP1R cytotox | aSyn yeast inh | TDP43 rescue
COc1ccc(/C=C2\CCC(C3CCCC3)C2=O)c(OC)c1OC (stereo not drawn) | -13% | 13% | i | 1% | 10% | i | 0% | ? | -12%
Cc1cc(C)c(C)c(S(=O)(=O)Nc2ccccc2C(=O)NN2CCOCC2)c1C | -17% | 9% | i | 1% | 0% | -20% | -6% | 2% | -16%
COC(=O)CSc1nnc(-c2ccc(S(=O)(=O)N3CCCCC3)cc2)o1 | 0% | -8% | i | -1% | 12% | -22% | 17% | 10% | 0%
CCOC(=O)c1c(NC(=O)CSc2cn(CC)c3ccccc23)sc2c1CCC2 | 8% | -31% | i | 1% | 24% | i | 2% | ? | 23%
CCOC(=O)C1=C(C)N(CCCC(=O)O)C(=O)NC1c1ccc(Cl)cc1Cl (stereo not drawn) | 15% | -16% | i | 0% | -3% | -21% | -5% | -5% | 19%
CCOc1ccc(C(=S)N2CCCC2)cc1 | 18% | 7% | i | 1% | 8% | i | -11% | 2% | 16%
COc1ccc(NC(=O)CCN2C(=O)C3C4C=CC(C4)C3C2=O)cc1 (stereo not drawn) | -4% | -4% | i | -3% | -5% | i | 8% | -4% | 11%
Cc1ccc(CN2CCN(Cc3ccc4c(c3)OCCO4)CC2CCO)cc1 (stereo not drawn) | ? | 2% | i | 0% | . | -12% | 7% | 2% | -10%
Cc1ccc2oc(=O)c3cc(C(=O)NCCN4CCc5ccccc5C4)sc3c2c1 | -4% | 23% | i | 0% | -19% | 16% | 10% | 1% | 13%
Clc1cc(Cl)cc(C2=NC(Cc3ccccc3)CO2)c1 (stereo not drawn) | -6% | -27% | i | . | 3% | i | 4% | 0% | 26%
CC(C)(C)c1ccc(OCc2cnc(Cl)s2)cc1 | ? | 3% | i | 3% | -19% | -18% | 15% | -6% | -25%
O=C1CC(N2CCN(c3ccccc3Cl)CC2)C(=O)N1c1ccc(F)cc1 (stereo not drawn) | -5% | -1% | i | 0% | -2% | i | 0% | 7% | ?
CCN(C(=O)c1ccc2c(=O)n3c(nc2c1)CCCCC3)c1ccc(F)cc1 | -4% | 0% | i | 1% | -5% | i | -2% | -1% | 9%
CCOc1ncccc1C(=O)N(C)CC(=O)Nc1ccccc1SC | -14% | 0% | i | 0% | -12% | -1% | -1% | 3% | -8%
COC(=O)c1ccc(C(=O)N2CCCC(Nc3ccc(C(C)C)cc3)C2)cc1 (stereo not drawn) | -24% | 34% | i | -3% | -7% | -5% | -15% | 5% | 15%
COc1ccc(NC(=O)COC(=O)c2cc(C)oc2C)cc1OC | 9% | -13% | i | 1% | 19% | i | 6% | 12% | 15%
O=C(OCc1c(Cl)cccc1Cl)c1ccccn1 | 1% | 7% | i | 0% | 11% | i | -4% | 0% | -1%
CSCCC(NC(=O)c1ccccc1Cl)C(=O)Nc1cccc(S(=O)(=O)N2CCCC2)c1 (stereo not drawn) | -12% | . | i | 1% | -2% | -2% | -5% | -13% | 15%
Cc1cc(=O)[nH]c(N/N=C/c2ccccn2)n1 | -29% | -4% | i | -3% | 3% | i | ? | -8% | -12%
